M5 antag: CHRM5 antagonism in calcium assay; P08912; CHO-hM5 cells, Fluo-8 calcium fluorescence, ACh EC80; inhibition, % at 3 µM; actives 0.59% (n = 360,000); AID 624040;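 active = inhibition above a per-plate cutoff, the mean of that plate's test compounds plus 3 SD, cut at about 27% in these data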;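 also: 0% = acetylcholine EC80 with DMSO and 100% = DMSO without agonist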
Target sequence (P08912 whole entry, looked up): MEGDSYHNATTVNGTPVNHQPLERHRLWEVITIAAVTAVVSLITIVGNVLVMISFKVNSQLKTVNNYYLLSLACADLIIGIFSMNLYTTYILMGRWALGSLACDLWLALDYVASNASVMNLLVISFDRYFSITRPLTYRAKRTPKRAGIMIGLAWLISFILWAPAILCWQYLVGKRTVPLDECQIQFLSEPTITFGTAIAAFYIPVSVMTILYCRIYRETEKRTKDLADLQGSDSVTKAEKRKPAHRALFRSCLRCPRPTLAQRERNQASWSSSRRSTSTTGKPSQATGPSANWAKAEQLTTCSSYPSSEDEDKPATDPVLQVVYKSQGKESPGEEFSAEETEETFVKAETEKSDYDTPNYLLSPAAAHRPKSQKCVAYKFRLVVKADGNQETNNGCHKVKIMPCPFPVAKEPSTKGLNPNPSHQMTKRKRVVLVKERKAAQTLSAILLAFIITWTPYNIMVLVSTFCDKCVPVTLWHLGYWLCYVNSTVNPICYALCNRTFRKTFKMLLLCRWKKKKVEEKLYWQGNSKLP
TAAR1 antagonist: human TAAR1 antagonism; Q96RJ0; CHO RD-HGA16 TAAR1, Fluo-8 calcium fluorescence, antagonist; inhibition, % at 3 µM; actives 1.5% (n = 360,000); AID 624466;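 active = inhibition above a per-plate cutoff, the mean inhibition of test compounds on that plate plus 3 SD, cut at about 49% in these data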;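 also: 0% = DMSO plus EC80 beta-PEA response and 100% = DMSO alone without agonist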
Target sequence (Q96RJ0 whole entry, looked up): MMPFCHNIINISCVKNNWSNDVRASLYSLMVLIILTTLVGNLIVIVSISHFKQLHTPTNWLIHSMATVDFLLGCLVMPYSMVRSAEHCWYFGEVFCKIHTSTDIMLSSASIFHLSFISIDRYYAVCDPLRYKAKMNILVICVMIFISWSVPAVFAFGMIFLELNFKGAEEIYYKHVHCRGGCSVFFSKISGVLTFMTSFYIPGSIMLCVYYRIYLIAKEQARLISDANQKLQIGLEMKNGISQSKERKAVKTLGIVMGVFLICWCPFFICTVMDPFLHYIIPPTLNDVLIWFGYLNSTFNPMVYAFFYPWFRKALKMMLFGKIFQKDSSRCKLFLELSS
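Test system: hTAAR1-expressing CHO RD-HGA16 cells, Gα16-coupled; Probe or stimulus: EC80 β-phenethylamine stimulus; Compound dosing: single nominal final test compound concentration of 3 µM; Timing: 140 s kinetic read after compound, 140 s after agonist; Signal: Fluo-8 calcium-sensitive fluorescence; Measure: % inhibition of agonist calcium response; Controls: DMSO and EC80 PEA controls.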
CHRM4 PAM: potentiates acetylcholine response at human M4 receptor. activation, % at 3 µM. CHO-K1 hM4/Gqi5, Fluo-8 calcium fluorescence, ACh EC20; 0% = ACh EC20, 100% = maximal ACh. AID 624126. actives 0.4% (n = 360,000). P08173;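 active = activation above its plate's cutoff, the mean activation of sample wells plus 3 SD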; also: some results filed as inactive read as strong as hits
CRFR2-BP antag: CRF-BP/CRF-R2 complex antagonism; HEK293 CRF-R2/CRF-BP, CRF-induced calcium fluorescence; inhibition, % at 11.8 µM; actives 0.59% (n = 350,000); AID 588475;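 active = inhibition of the ligand-induced calcium signal above about 50% at the single tested concentration, limit read from the data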
M1 PAM parental: counter-screen for M1 PAMs: effect in parental CHO-K1 cells | ATP EC20, Fluo-8 calcium fluorescence; 0% at ATP EC20, 100% at ATP max | AID 602247 | actives 0.02% (n = 360,000) | activation, % at 3 µM;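 active = activation above the run cutoff, the mean activation of all test compounds plus 3 SD, cut at about 40% in these data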;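 also: peak over basal fluorescence ratio in a 140 s read after ATP addition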
TAAR1 agonist: agonists of human TAAR1; Q96RJ0; activation, % at 3 µM; actives 0.99% (n = 360,000); AID 624467; CHO RD-HGA16 TAAR1, Fluo-8 calcium fluorescence; vehicle wells 0%, saturating PEA agonist 100%;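 active = activation above the mean activation of all test compounds in the run plus 3 SD, cut at about 38% in these data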
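Repeats: no replicates (n 1) | Material: CHO-derived RD-HGA16 cells with stable Gα16 and human TAAR1 | Technique: Kinetic Fluo-8 calcium fluorescence | Schedule: 17-24 h seeding, 75 min 37 °C dye, 30 min RT | Evaluation: % activation from peak over basal fluorescence ratio, DMSO-to-PEA scaled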
CHRM5 agonist: agonists of human muscarinic M5 receptor (CHRM5); AID 624037; CHO-K1 hM5 cells, Fluo-8 calcium fluorescence; 0% DMSO wells, 100% maximal acetylcholine response; actives 0.19% (n = 360,000); P08912; activation, % at 3 µM;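 active = activation above the run's mean over test compounds plus 3 SD, cut at about 23% in these data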;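 also: signal is peak over basal fluorescence ratio across the kinetic read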
M5 PAM: positive allosteric modulators of human muscarinic M5 receptor | P08912 | CHO-K1 hM5, Fluo-8 calcium, ACh EC20 PAM; 0% = ACh EC20, 100% = ACh EC100 | activation, % at 3 µM | actives 0.3% (n = 360,000) | AID 624038;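 active = activation above the run cutoff, the mean activation of all test compounds plus 3 SD, cut at about 18% in these data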
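Assay system: CHO-K1 hM5 cells. Also added: acetylcholine at EC20 concentration, added after compound. Dosing: 3 µM, single dose. Times: compound preincubation 140 s before EC20 acetylcholine addition. Signal: Fluo-8 calcium fluorescence. Measure: % activation relative to EC20 and EC100 ACh responses. Repeats: singlicate, one well per test compound.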
CRFR2-BP ag: CRF-BP/CRF-R2 complex agonism. HEK293 CRF-R2/CRF-BP, calcium dye fluorescence (FLIPR); percent of saturating CRF peptide response. activation, % at 13.2 µM. actives 0.46% (n = 350,000);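 active = activation of at least 50%, plus an integration ratio under a set limit after plate pattern correction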;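 also: plate controls were neutral control wells without compound for no effect and CRF at EC100 for full effect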
* marks the source's active call; other numbers are inactive results; . = not tested or not shown.

molecule	M5 antag	TAAR1 antagonist	CHRM4 PAM	CRFR2-BP antag	M1 PAM parental	TAAR1 agonist	CHRM5 agonist	M5 PAM	CRFR2-BP ag
COc1cccc(NC(=O)Nc2ccncc2)c1	-1.7	-8.7	-6.0	21.3	10.5	16.7	3.9	-8.8	-2.3
O=S(=O)(/C=C/c1ccccc1)N1CCN(c2nc(-c3cccnc3)nc3ccccc23)CC1	10.4	9.7	0.1	-96.1	20.7	4.4	-2.0	-4.5	4.1
CN(C)CCNC(=O)C(=O)NCC1OCCN1S(=O)(=O)c1cc(F)ccc1F (centres undefined)	6.6	-12.3	-6.2	-8.1	16.2	2.8	-2.5	-0.1	0.1
CCOc1ccc2ccccc2c1C(=O)N1CCN(c2ccccc2)CC1	0.0	-0.6	-6.4	-23.7	-3.3	11.0	-0.3	1.7	-1.3
CN(/N=C/c1ccc2c(c1)OCO2)c1nc(N2CCOCC2)nc(N2CCOCC2)n1	12.6	-17.6	0.4	2.7	1.8	2.9	3.2	-1.9	-0.6
Cc1ccc(C)c(C(=O)OCC(=O)Nc2cccc(S(=O)(=O)N3CCCCC3)c2)c1	7.6	34.8	-8.1	-5.3	3.5	4.4	3.8	-12.6	5.2
O=C(NCc1ccccc1)c1ccc(NC(=O)C2CCCCC2)cc1	-0.4	-0.2	3.6	7.0	8.6	8.6	-0.4	-1.1	-1.5
Cc1ccc(CN2CCCNC2=O)cc1	-4.2	8.6	1.3	7.6	22.7	1.1	-1.7	4.8	-2.1
Cc1cc(C)cc(OCC(=O)OCC(=O)Nc2c(C)n(C)n(-c3ccccc3)c2=O)c1	7.8	-12.8	-2.9	0.8	-1.5	5.2	2.6	3.1	-0.5
O=C(NCC1(c2ccccc2)CCCC1)c1ccc(Br)cc1	13.2	-27.2	6.4	-17.7	14.1	-1.0	-3.0	-6.4	-2.1
CC(NC(=O)c1ccncc1)c1ccc(Cl)cc1Cl (centres undefined)	-6.8	-8.0	2.9	-15.2	10.3	5.7	-3.5	-2.3	-0.5
COc1ccccc1N1CCN(/N=C/C=C\c2ccco2)CC1	7.8	-1.1	4.2	4.1	5.3	5.1	-5.7	-0.9	-1.2
O=C(NCCC1=CCCCC1)C1CCN(c2nnc(-n3cccc3)s2)CC1	3.3	-3.2	-8.3	-21.8	2.0	-2.8	-1.6	-6.3	0.6
O=C(O)c1ccc(Sc2nnnn2-c2ccccc2)c([N+](=O)[O-])c1	2.1	-12.2	-0.9	11.3	3.4	7.0	-1.7	2.5	-1.6
COc1ccc(NC(=O)CCN2CCN(c3ccccc3F)CC2)c(OC)c1	11.3	19.4	-7.0	0.0	17.3	-1.8	1.5	-2.4	-3.2
COc1ccc(CN2CC[C@H]3C=CCc4cccc(c43)C2)cc1	18.3	3.2	-11.2	-0.2	-21.4	8.9	-4.6	-3.4	5.0
O=C(OCC(=O)N1CCCC1)c1cnc(Cl)c(Cl)c1	20.7	-3.3	0.3	11.8	-1.8	0.4	-0.7	-2.6	0.8
Cc1ccc2cccc(OC(=O)c3ccc4c(c3)OCCO4)c2n1	-1.7	-18.0	3.4	-1.3	24.4	-1.1	1.3	-1.0	-0.1
CCC(CC)C(=O)Nc1cccc(C(=O)N2CCCCCC2)c1	-4.8	18.1	3.9	9.3	13.1	10.4	-1.3	-1.0	0.3
Nc1nc(Cl)cc(NCCc2ccc(O)cc2)n1	-4.5	-14.9	2.6	-6.9	-1.3	14.3	2.4	2.2	1.0

A different layout for some results above.
Values run as follows: M5 antag, TAAR1 antagonist, CHRM4 PAM, CRFR2-BP antag, M1 PAM parental, TAAR1 agonist, CHRM5 agonist, M5 PAM, CRFR2-BP ag
- COc1ccccc1N1CCN(/N=C/C=C\c2ccco2)CC1
→ 7.8, -1.1, 4.2, 4.1, 5.3, 5.1, -5.7, -0.9, -1.2
- O=C(NCCC1=CCCCC1)C1CCN(c2nnc(-n3cccc3)s2)CC1
→ 3.3, -3.2, -8.3, -21.8, 2.0, -2.8, -1.6, -6.3, 0.6

Other records
molecule	M5 antag	TAAR1 antagonist	CHRM4 PAM	CRFR2-BP antag	M1 PAM parental	TAAR1 agonist	CHRM5 agonist	M5 PAM	CRFR2-BP ag
c1ccc(-c2ccc(-c3nc(-c4ccncc4)no3)cc2)cc1	4.2	2.1	6.1	-6.4	14.9	7.3	-0.2	-1.2	1.5
COc1ccc(CNC(=S)N/N=C(/C)c2ccccc2)cc1	5.4	15.4	-5.0	-2.5	-4.8	1.9	-3.0	-6.9	-0.3
Cc1c(NC(=O)c2ccc(F)cc2)c(=O)n(-c2ccccc2)n1C	-0.2	-9.5	-4.6	7.9	11.2	1.1	-0.1	-2.2	-1.5
CC(C)C[C@@H](C(=O)O)N(Cc1cccc(CN([C@@H](CC(C)C)C(=O)O)S(C)(=O)=O)c1)S(C)(=O)=O	-6.2	-0.3	2.8	-1.5	5.0	-1.1	5.7	8.1	-1.6
CCOC(=O)c1c(-c2ccccc2)csc1NC(=O)/C(C#N)=C/c1ccc(O)c(OC)c1	13.9	45.4	5.4	-215.6	10.1	28.6	19.3	2.9	198.1*
Cc1noc(C)c1S(=O)(=O)Nc1ccc2c(c1)C(=O)N([C@H](C)CO)C[C@H](C)[C@@H](CN(C)Cc1ccc(C(=O)O)cc1)O2	-1.9	-0.3	13.2	-2.1	-15.8	1.1	4.8	1.0	-0.8
COc1ccc(CN2CCN(CC=C(C)C)C(CCO)C2)cc1Cn1cccn1 (centres undefined)	-2.5	7.7	3.2	1.1	-6.6	9.4	-2.0	-1.4	0.3
COc1cc(S(=O)(=O)Nc2ccccc2C)ccc1NC(=O)c1ccncc1	-7.6	1.5	-3.7	-19.3	3.2	0.5	-0.9	-7.0	-1.8
CCCn1c(N)c(N(CCOC)C(=O)CCC2CCCCC2)c(=O)[nH]c1=O	-7.0	-7.0	7.0	-9.2	3.6	2.0	0.6	8.2	-0.6
CCOc1ccc(/C=C/C2=CC(C)(C)NC(=S)N2)cc1	1.7	0.8	-1.0	0.7	-2.6	-0.2	-7.2	-1.2	2.1
CN(c1ccccc1)c1nccc(=O)[nH]1	0.3	-28.4	-10.6	-6.0	15.9	1.2	2.5	2.1	-0.1
C=CCN(C(=O)c1csnn1)C(C(=O)NCc1ccccc1)c1c(F)cccc1Cl (centres undefined)	6.6	-2.9	1.1	-19.6	4.2	3.1	-3.7	-6.2	0.0
OCC[C@H]1C[C@@H](O)[C@H](O)[C@]2(CCCO2)O1	-5.2	-4.3	8.4	-5.3	-7.5	3.0	-3.7	7.1	-1.1
CCCCCOc1ccc(/C=C/C(=O)NCCc2nc3ccccc3[nH]2)cc1OC	18.6	45.6	-10.2	-48.6	15.2	14.7	-1.4	-11.6	1.3
COc1ccccc1NC(=O)CN1CCCCC1	-13.0	-2.0	-2.0	-9.1	-1.4	12.4	-2.5	1.9	-0.5
Cc1ccccc1NC(=S)NC(=O)/C=C/c1ccco1	-17.2	-6.0	-1.0	-2.0	8.8	11.6	4.9	22.0*	3.6
CCc1nc2ccc(C(=O)N3CCN(c4ccc([N+](=O)[O-])cc4)CC3)cc2nc1CC	0.8	-4.6	-5.9	38.0	11.3	-1.9	-10.2	-3.5	-0.9
O=[N+]([O-])c1cccc(-c2nc(-c3ccncc3)no2)c1	4.6	-8.8	20.9	22.2	-5.0	10.8	-1.8	6.4	-3.9
CCCCn1c(O)c(C=NCCCN(C)C)c(=O)[nH]c1=O	3.5	-17.6	-2.3	1.0	2.7	-1.0	-3.1	-1.8	0.9
COc1ccc(C)cc1NC(=O)CCCN1C(=O)C2CC=CCC2C1=O (centres undefined)	3.3	-16.8	4.2	12.7	-5.9	0.6	7.6	1.1	-4.6

Three entries already listed, ordered by the number in CHRM5 agonist, falling:
| Structure | CHRM5 agonist |
| --- | --- |
| Nc1nc(Cl)cc(NCCc2ccc(O)cc2)n1 | 2.4 |
| O=C(NCCC1=CCCCC1)C1CCN(c2nnc(-n3cccc3)s2)CC1 | -1.6 |
| COc1ccc(CN2CC[C@H]3C=CCc4cccc(c43)C2)cc1 | -4.6 |

(cont.)
molecule	M5 antag	TAAR1 antagonist	CHRM4 PAM	CRFR2-BP antag	M1 PAM parental	TAAR1 agonist	CHRM5 agonist	M5 PAM	CRFR2-BP ag
CC(C)C(c1nnnn1Cc1ccc(F)cc1)N1CCSCC1 (centres undefined)	8.7	8.5	-1.1	11.3	7.8	3.0	-5.4	-8.3	0.2
CC1CN(C(=O)c2cccc(S(=O)(=O)Nc3cc(Cl)ccc3Cl)c2)CC(C)O1 (centres undefined)	-4.0	15.4	2.6	16.1	11.1	-1.1	-1.6	0.0	-0.7
Cc1onc(-c2ccccc2Cl)c1C(=O)N1C=CC(C(F)(F)F)=NCC1	13.1	-19.3	6.4	19.1	-7.7	9.1	-3.6	-1.1	-5.5
Cc1onc(-c2ccccc2Cl)c1C(=O)NCc1ccc(F)cc1	-0.2	1.8	-3.2	12.5	14.5	-0.8	-0.6	0.7	-1.3
O=C(NNS(=O)(=O)c1ccccc1)c1ccncc1	-0.9	-19.8	-0.6	22.2	6.2	1.8	0.2	-0.6	-1.1
CCOC(=O)C(NC(C)=O)C(=O)Nc1ccc(C(C)(C)C)cc1 (centres undefined)	5.3	2.5	2.9	8.1	26.4	3.4	-0.8	0.9	1.8
COc1ccc(C(C)=O)cc1CN1C(=O)C(Cc2ccccc2)ON=C1c1ncccc1C (centres undefined)	-1.0	6.1	-5.8	.	11.8	3.5	2.1	-0.3	.
CN(C)NC(=O)c1cccc(Cl)c1	-4.6	-10.5	7.0	15.0	16.2	4.4	1.4	5.1	-0.4
COc1ccccc1C(c1nnnn1CC1CCCO1)N1CCN(c2ccccc2)CC1 (centres undefined)	-10.1	-3.8	2.4	23.1	15.8	-0.8	3.1	-4.0	1.8
COc1cc(C2C(C(=O)c3sc(C)nc3C)=C(O)C(=O)N2CCN(C)C)cc(OC)c1OC (centres undefined)	2.1	-6.2	-3.2	5.5	-1.9	-0.1	-3.3	-7.2	3.1
CCC1CCCCN1C(=O)CSc1nc2c([nH]c3ccccc32)c(=O)n1C (centres undefined)	-1.9	-15.2	-2.8	-11.3	5.2	9.6	1.3	0.0	-1.8
CCCCn1c(N)c(N(CC(C)C)C(=O)CCCSc2nncs2)c(=O)[nH]c1=O	-1.6	-0.9	3.4	15.9	5.3	1.6	1.0	1.7	-1.2
Cc1ccc(/C=C/C(=O)NC2=NCCS2)cc1	3.2	-7.9	-6.6	-8.6	13.5	1.8	-1.6	-1.4	0.5
CC(=O)OC1C(=O)N(Cc2ccccc2)C1c1ccc(C)cc1 (centres undefined)	-12.9	2.3	1.2	7.2	-1.3	-0.9	-0.5	0.1	1.7

A few values from the entries so far.
CC1CN(C(=O)c2cccc(S(=O)(=O)Nc3cc(Cl)ccc3Cl)c2)CC(C)O1 (centres undefined) in M5 antag: -4.0
CN(C)NC(=O)c1cccc(Cl)c1 in CHRM5 agonist: 1.4
CC(C)C(c1nnnn1Cc1ccc(F)cc1)N1CCSCC1 (centres undefined) in CRFR2-BP ag: 0.2
